# LMPTP block: blocks human LMPTP phosphatase | P24666 | inhibition, % at 20 µM | recombinant LMPTP-A, OMFP fluorogenic substrate, fluorescence intensity | 0.22% of 360,000 active | AID 651560;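 active = compounds that cut the enzyme signal by at least half of the control window in the single-dose screen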;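 also: plate controls were DMSO wells with enzyme plus substrate for no effect and substrate without enzyme for full effect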
#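 Assay system: LMPTP-A enzyme. Input: 0.625 nM LMPTP-A final. Probe or stimulus: 400 µM OMFP. Compound dosing: single 20 µM dose. Schedule: 50 min dark incubation at room temperature. Detection: fluorescence intensity of OMFP turnover product. Read-out: percent inhibition versus substrate-only and uninhibited controls. Benchmarks: no-enzyme low control, uninhibited high control.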
# Scp-1 inhibitor: inhibitors of human Scp-1 phosphatase; inhibition, % at 20 µM; 0.88% of 340,000 active; Recombinant Scp1, phosphopeptide, malachite green phosphate absorbance; Q9GZU7;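 active = inhibition above about 50% at 20 µM, limit read from the data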;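 also: plate controls were DMSO wells with enzyme for no effect and wells lacking enzyme for full effect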
#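 assay system = SCP-1 phosphatase catalytic domain, residues 76-261 | buffer or medium = 50 mM Tris acetate pH 5.5, 0.005% Tween-20, 10 mM MgCl2 | incubation = enzyme reaction 45 min at room temperature, colour 5 min, stabilisation 30 min | signal = Phosphate-binding colour reagent, absorbance read at 630 nm | measure = % inhibition at 20 µM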
# CSN inh: inhibitors of human CSN-mediated cullin deneddylation. 0.38% of 360,000 active. AID 651999. inhibition, % at 12.5 µM. Purified CSN, SCF-Nedd8-OG deneddylation, fluorescence polarization. Q92905;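 active = pattern-corrected inhibition above about 35%, with an unprinted fluorescence ratio check between 0.5 and 1.5, limit read from the data, passing the limit was not always enough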;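 also: 0% = enzyme with substrate and 100% = substrate without enzyme; some results filed as inactive read as strong as hits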
#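 Test system: Human Csn5 produced in HEK293T cells | Compound: 12.5 µM single point | Times: 90 min, room temperature | Signal: Fluorescence polarization readout | Read-out basis: % inhibition of substrate cleavage by Csn5 | Controls: no-enzyme wells high, enzyme-with-substrate wells low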
# MsrA inhibitor: inhibitors of bovine MsrA. AID 651718. inhibition, % at 15.5 µM. 0.75% of 360,000 active. purified bovine MsrA, absorbance read-out; in the data active = inhibition above about 4.5%;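 also: 0% = vehicle wells with enzyme and 100% = reference inhibitor wells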
# SUMO1 PPI mod: modulators of human SUMO1-mediated protein-protein interactions; SUMO1 binding to a labelled peptide, TR-FRET, 1 h; AID 602429; 0.33% of 360,000 active; inhibition, % at 20 µM; in the data active = inhibition above about 37%
# NadD inh: NadD (S. aureus) enzyme inhibition | AID 602399 | inhibition, % at 20 µM | 0.78% of 360,000 active | purified NadD enzyme, colorimetric absorbance read-out; in the data active = inhibition above about 26%; also: some compounds past the cut are filed as inactive
# STEP block: blocks human striatal-enriched tyrosine phosphatase; recombinant STEP, OMFP fluorogenic substrate, fluorescence; inhibition, % at 20 µM; AID 588621; 0.25% of 360,000 active;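 active = inhibition at 20 µM, scaled per plate between control wells, above about 37%, limit read from the data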;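 also: 0% = DMSO with enzyme and substrate and 100% = substrate only without enzyme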
#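 Material: STEP (striatal-enriched tyrosine phosphatase) enzyme, cell-free; Compound dosing: 20 µM single dose in 1% DMSO; Technique: fluorescence read at 480 nm ex / 540 nm em; Times: reaction 20 min, ambient temperature; Medium: 50 mM Bis-Tris pH 6.0 with 2.5 mM DTT and 0.005% Tween 20; Also added: OMFP at 25 µM.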
# DNMT1 block: blocks human DNA methyltransferase DNMT1 | DNMT1 molecular beacon, Hinp1I cleavage, fluorescence | inhibition (reported as % activation of signal), % at 10 µM | 0.83% of 360,000 active; in the data active = inhibition above about 50%
# Rpn11 block: Rpn11 (human) deubiquitinase inhibition; human 26S proteasome, Ub4-pepOG fluorescence polarization; 20S core pre-blocked with epoxomicin; calls only at 20 µM; 0.59% of 360,000 active; AID 588493;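 active = inhibition at 20 µM, scaled to each plate's controls, above about 33%, limit read from the data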
# Tb MetRS inh: blocks T. brucei methionyl-tRNA synthetase activity; AID 624268; inhibition, % at 11.9 µM; 0.4% of 360,000 active; purified T. brucei MetRS, ATP depletion, Kinase-Glo luminescence;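 active = inhibition above a per-plate cutoff of the control wells' mean inhibition plus 3 SD, cut at about 5.5% in these data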;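 also: 0% = DMSO wells median and 100% = median of wells with control inhibitor compound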
#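 technique = Kinase-Glo luminescence, ATP depletion format | system = purified MetRS (methionyl-tRNA synthetase) enzyme from Trypanosoma brucei | timing = 15 min preincubation, 2 h reaction, all 25 °C | evaluation = percent inhibition versus plate control medians | dosing = single dose, 11.9 µM final nominal, 0.9% final DMSO | also added = substrates ATP, L-methionine and bulk Escherichia coli tRNA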
# The depositor's hits bear a star; i = inactive; x = no result given.
# Preview (two entries):
SMILES,LMPTP block,Scp-1 inhibitor,CSN inh,MsrA inhibitor,SUMO1 PPI mod,NadD inh,STEP block,DNMT1 block,Rpn11 block,Tb MetRS inh
O=C(NCCOc1ccccc1)C1CCCCC1,-1.1,-2,-3,0.2,-4,0,0,2,i,-0.3
CCCOc1ccc(-c2nc(N)n[nH]2)cc1,-1.2,-3,-2,0.3,-3,-9,-3,0,i,-0.8

# Results (from the top)
SMILES,LMPTP block,Scp-1 inhibitor,CSN inh,MsrA inhibitor,SUMO1 PPI mod,NadD inh,STEP block,DNMT1 block,Rpn11 block,Tb MetRS inh
O=C(NCCOc1ccccc1)C1CCCCC1,-1.1,-2,-3,0.2,-4,0,0,2,i,-0.3
CCCOc1ccc(-c2nc(N)n[nH]2)cc1,-1.2,-3,-2,0.3,-3,-9,-3,0,i,-0.8
COc1ccc(CCNc2ncnc3c2c(C)c(C)n3CCO)cc1OC,-1.4,-14,3,-0.3,-2,-4,-3,6,i,-0.3
COc1ccc(Nc2nc(NCCO)nc(N3CCCC3)n2)cc1,0.2,-12,-2,-1.1,5,-2,2,0,i,-0.1
CCN(C[C@H]1N[C@@](CC)(C(=O)OC)[C@H]2C(=O)N(C)C(=O)[C@@H]12)C(=O)c1ccc(F)cc1,-2.2,8,3,-0.7,0,-5,0,5,i,-2.1
CCOCCn1c(N2CCN(c3ccccc3)CC2)nc2c1c(=O)[nH]c(=O)n2C,-0.9,-2,-8,0.4,-2,5,-2,1,i,-0.4
CCOC(=O)c1c(CN2CCN(C)CC2)oc2ccc(OC)cc12,-1.4,0,3,0.7,-5,-3,-1,1,i,-1.2
Cn1c(=O)[nH]c(=O)c2c1nc([N+](=O)[O-])n2Cc1ccccc1,-0.6,5,0,-1.0,-6,-3,-1,3,i,-0.2
O=C(O)c1cc(-c2ccc(/C=C3/SC(=S)N(Cc4ccccc4)C3=O)o2)ccc1Cl,71*,57*,40,0.9,36,20,-22,83*,x,0.0
Cc1nnc(SCC(=O)NCCN2C(=O)CSC2=O)n1-c1ccccc1,-1.7,-4,1,-1.0,-1,-6,-4,0,i,-0.8
C[C@H](CO)N1C[C@H](C)[C@@H](CN(C)C(=O)Nc2ccc(C(F)(F)F)cc2)Oc2c(NS(=O)(=O)c3ccc(F)cc3)cccc2C1=O,0.5,-5,-8,0.1,5,-1,-4,-1,i,-1.8
COc1ccc2cc(CCNS(=O)(=O)c3ccc(NC(C)=O)cc3)c(=O)[nH]c2c1,-0.2,-7,-1,2.6,2,-1,0,-1,i,0.2
CCOC1=C2CN(S(=O)(=O)c3ccc(C)cc3)[C@@H](c3ccccc3)C[C@H]2[C@H]2C(=O)N(c3ccccc3)C(=O)[C@H]2C1,-0.3,x,-2,-0.8,6,8,2,-8,i,-0.3
Cc1ccc(NC(=O)COC(=O)CCOc2ccccc2C)cc1,0.9,-10,-4,-0.1,3,-12,-2,-1,i,0.2
O=C(COC(=O)/C=C/c1ccc(F)cc1)Nc1cccc(S(=O)(=O)N2CCCC2)c1,1.0,-15,-5,1.1,-4,-4,6,-8,i,0.3
O=C(NCc1ccccc1Cl)[C@H]1CCCN1C(=O)[C@H]1CCCN1C(=O)c1ccccc1,-1.4,x,2,-0.5,6,-2,x,x,x,-0.3
CCCCN(CC)CCNC(=O)CNC(=O)Cn1ccc2ccccc2c1=O,-0.1,-5,-2,1.0,2,-3,2,-1,i,-0.5
COc1ccc(NC(=O)CN(C)C(=O)CCCc2nc3ccccc3s2)cc1,0.1,-2,-6,-1.6,-1,1,0,-1,i,0.0
Cc1cccc(C(=O)O/N=C2/CC3CCC2(C)C3(C)C)c1 (configuration not stated),0.1,-5,6,-1.4,2,-7,3,3,i,0.1
CCCc1ccc(-c2cc(C(=O)NN3CCOCC3)c3ccccc3n2)cc1,1.1,-3,-1,1.2,-3,0,1,-8,i,0.0
Cc1ccc(CNS(=O)(=O)c2ccc3c(c2)NC(=O)CS3)cc1,-1.6,-7,3,0.5,-3,-2,0,0,i,-0.1
CCC(NC(=O)c1ccc([N+](=O)[O-])cc1[N+](=O)[O-])c1ccccc1 (configuration not stated),-0.4,-2,-2,0.0,-33,0,0,4,i,-1.3
O=c1nc(/C=C/c2cc([N+](=O)[O-])ccc2Cl)cc(C(F)(F)F)[nH]1,3.2,31,26,-0.7,2,19,4,12,i,-0.3
Cc1ccc(C(=O)NCC(=O)OCC(=O)Nc2ccccc2[N+](=O)[O-])cc1,-1.2,-7,0,0.8,-19,6,1,1,i,0.2
CCc1nc2cccnc2n1-c1ccc(CC(=O)O)cc1,-2.3,10,-3,-0.9,6,-2,2,3,i,-0.8
CC(C)(C)c1cc(NC(=O)COC(=O)c2ccccc2O)n(-c2ccccc2)n1,-1.2,x,3,0.2,3,-2,0,4,i,-0.1
CC(=O)NCCOc1cccc2ccccc12,-0.2,0,4,-0.2,-2,0,-1,-2,i,0.5
Cn1nc(C(=O)NC2CCCC2)c2ccccc2c1=O,-0.2,0,1,0.7,-1,-4,5,-1,i,-0.4
COc1cc(N)c2ncccc2c1Br,-0.4,-5,9,0.0,-18,2,-1,42,i,0.6
N#C/C(=C1\CCCN1)c1nc(-c2ccccc2)cs1,1.7,-5,3,0.0,-7,-3,2,-8,i,-1.6
O=C(NC(=S)NC1CCS(=O)(=O)C1)c1ccccc1 (configuration not stated),-1.4,-5,1,-0.9,0,-2,1,1,i,-0.5
CCCC(=O)N1CCCC1(C)C(=O)NCCc1ccccn1 (configuration not stated),-0.7,x,1,-1.4,-1,0,1,0,i,-0.1
O=C(OC(C(=O)Nc1ccc(Cl)c(C(F)(F)F)c1)c1ccccc1)C1=COCCO1 (configuration not stated),1.9,-10,-4,2.0,-2,-3,-1,-15,i,0.5
CCn1c(SCC(=O)NCC2CCCO2)nnc1-c1ccc(S(=O)(=O)N2CCN(C)CC2)cc1 (configuration not stated),-1.1,-1,-1,0.7,1,-1,3,1,i,-0.1
CN1C(=O)CC(C(=O)O)SC1=Nc1ccc(F)cc1 (configuration not stated),-1.0,-11,-1,1.0,4,-1,-1,0,i,-0.1
CN(C)Cc1nnnn1-c1ccccc1,-0.1,-4,4,1.2,2,1,-3,5,i,1.4
CC(=O)Nc1sc(/C(C#N)=C/c2ccc(Cl)c(Cl)c2)nc1-c1ccc(C)cc1,2.9,-3,-63,1.6,-2,-1,-89,-5,x,-0.8
COCCNc1nc(NCCNC(C)=O)c2sc(-c3ccccc3)cc2n1,0.2,x,-3,2.1,-7,1,2,1,i,0.5
O=C1NC[C@@H](CCCCN2C[C@H](Cc3ccc(O)cc3)N(Cc3ccccc3)C(=O)C2=O)N(CCc2ccc(O)cc2)C1=O,8.5,x,2,0.3,13,2,x,x,x,-0.8
O=C(CCCCCN1C(=O)c2cccc([N+](=O)[O-])c2C1=O)NCCc1ccccc1,3.3,x,-1,0.9,-39,1,6,0,i,-0.2
COc1ccc(C2=NN(C(=O)c3cccc([N+](=O)[O-])c3)C(c3cccc([N+](=O)[O-])c3)C2)cc1 (configuration not stated),1.8,-18,2,0.7,-1,2,-3,-5,i,-0.8
Cc1ccc2c(c1)N(S(=O)(=O)c1cc(-c3onc(C)c3C)ccc1C)CCO2,3.4,10,-2,1.4,4,-8,-1,-1,i,-0.9
Cc1nnc(SCC(=O)c2c(N)n(C3CC3)c(=O)[nH]c2=O)n1C,-1.0,5,-2,-0.8,1,2,-1,9,i,-0.3
O=S(=O)(NCc1ccco1)c1ccc(Cl)cc1Cl,0.5,-1,6,2.0,6,4,0,3,i,0.1
CCOC(=O)c1cc(S(=O)(=O)NC2CCC(C)CC2)cn1C (configuration not stated),0.0,-10,0,-1.1,5,-3,-1,0,i,0.1
Cc1ccc(C)c(N2CCN(C(=O)CCC(=O)Nc3nnc(CC(C)C)s3)CC2)c1,0.4,-9,4,-1.1,2,-2,-3,-4,i,-0.5
O=C(N/N=C/c1cccc(O)c1)c1ccc(-n2cnnn2)cc1,-0.7,-1,-1,1.2,-8,1,-1,2,i,-0.1
Cc1cc(NC(=O)CSc2nc3ccccc3c(=O)n2CCCC(=O)NCc2ccccc2)n[nH]1,-0.5,2,1,1.2,-1,6,-2,1,i,-0.9
Cc1ccc(OCC(=O)N(Cc2cccc(Cl)c2)C2CCS(=O)(=O)C2)cc1C (configuration not stated),-0.1,-4,-2,0.7,1,-1,-3,2,i,-0.2
CC(C)n1cc(CN2CCC(C(=O)Nc3cccc(-c4cscn4)c3)CC2)cn1,-0.5,32,5,2.5,-2,-6,-1,2,i,-0.3
CCCC(=O)N(CCc1ccccc1)Cc1nc2ccccc2c(=O)[nH]1,-1.1,-10,6,0.5,3,0,-10,3,i,1.8
CCN(CC(=O)NCc1ccc(F)cc1)C(=O)/C=C/c1ccc(OC)c(S(=O)(=O)NC(C)C)c1,-1.0,-6,0,-0.5,-3,3,2,0,i,-0.6
O=C(COC(=O)c1ccccc1C(=O)N1CCN(c2ccccc2)CC1)Nc1ccccc1,0.9,-7,2,0.5,-3,-3,1,3,i,1.9
COc1cc(OC)c(NC(=O)Cn2cnc3sc(C)c(S(=O)(=O)N4CCOCC4)c3c2=O)cc1Cl,-0.3,-1,-1,-0.5,3,-1,-2,0,i,-0.3
COc1ccc(C(=O)NC(CC(=O)O)c2cc([N+](=O)[O-])ccc2Cl)c(SC)c1 (configuration not stated),-0.9,-3,0,-0.2,6,-7,2,-4,i,-1.6
C=CCNc1nc(N(c2ccccc2)c2ccccc2)nc(-n2ccnc2)n1,1.3,-5,-2,-1.1,3,9,4,-2,i,-0.3
Cc1cccc(Nc2c([N+](=O)[O-])cc(C(=O)N3CC(=O)Nc4ccccc43)cc2[N+](=O)[O-])c1,1.0,-6,-8,4.7*,-29,9,2,-1,i,-1.0
CCOc1ccc(C(=O)OCC(=O)c2c(N)n(C)c(=O)n(C)c2=O)cc1OCC,-0.8,-4,3,-0.7,10,-12,-5,-2,i,-0.5
Cc1onc(-c2ccccc2)c1C(=O)Nc1ccc(S(=O)(=O)N2CCOCC2)cc1,0.7,4,0,0.9,7,1,-2,-1,i,-0.2
N#CCCn1c(C2CCCCC2)nc2ccccc21,-0.1,3,-4,-0.1,-3,-4,-6,-1,i,0.2

# Screens from PubChem.
